mcGAS MS inh: blocks mouse cGAS cGAMP production | Q8C6L5 | recombinant mouse cGAS, cGAMP by RapidFire MS | inhibition, % at 12.5 µM | 130,000 compounds, 0.18% hits | AID 1259397;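 active means inhibition of cGAS enzyme activity at or above 60%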;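 further: enzyme stimulated by 45 bp dsDNA with ATP and GTP substrates; cGAMP share of summed cGAMP plus half ATP and half GTP signals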
Target sequence (Q8C6L5 whole entry, looked up): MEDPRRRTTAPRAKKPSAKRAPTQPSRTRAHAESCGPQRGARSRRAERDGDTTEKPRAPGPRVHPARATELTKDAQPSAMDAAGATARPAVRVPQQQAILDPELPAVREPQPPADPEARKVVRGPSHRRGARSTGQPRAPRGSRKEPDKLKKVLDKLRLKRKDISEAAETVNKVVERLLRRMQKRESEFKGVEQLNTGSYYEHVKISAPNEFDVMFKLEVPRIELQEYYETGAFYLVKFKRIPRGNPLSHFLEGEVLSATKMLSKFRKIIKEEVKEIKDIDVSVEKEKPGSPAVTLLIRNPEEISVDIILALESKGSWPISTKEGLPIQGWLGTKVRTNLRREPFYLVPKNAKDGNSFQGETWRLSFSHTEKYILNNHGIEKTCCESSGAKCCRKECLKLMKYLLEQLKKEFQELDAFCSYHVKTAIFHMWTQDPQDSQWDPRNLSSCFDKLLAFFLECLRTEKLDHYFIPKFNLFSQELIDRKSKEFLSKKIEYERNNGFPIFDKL
* = called active by the depositor; & = joins results of further samples. A portion of the library. The share of hits here may be higher or lower than overall.

no.	mcGAS MS inh	molecule
1	-2	COc1ccc(NC2CCCN(C(=O)c3cc4ccccc4o3)C2)cc1 (stereo unspecified)
2	-4	CCC1(C(=O)NCc2ccc(-n3nc(C)cc3C)nc2)CCC1
3	-7&-4	Cc1ccccc1N1CCN(C(=O)NCCC(C)C)CC1
4	1	COc1ccc(C=C2C(=O)NC(=O)N(c3ccccc3OC)C2=O)cc1Br
5	1	CN(CCN1CCOCC1)c1ccc(Cl)c(C#N)n1
6	-1	CSCCNc1nc2nonc2nc1NC1CCCC1
7	20	Cc1cccc2c(N=NC(=O)c3nc4ccccc4c(=O)[nH]3)c(O)[nH]c12
8	-31	CN1CCN(C(CN)c2ccc3c(c2)CCCN3C)CC1 (stereo unspecified)
9	-6	Cc1cccc(Cn2c(NCCCN3CCOCC3)nc3c2c(=O)[nH]c(=O)n3C)c1
10	-9	CCC(N)c1cc(Cl)ccc1Cl (stereo unspecified)
11	-6&-4	Cc1nonc1CN(C)Cc1nc(-c2cccc(C(F)(F)F)c2)oc1C
12	-6	CC1C2=C(CC(C)(C)CC2=O)OC2=C1C(=O)CC(C)(C)C2
13	-12	CCCCc1nc(Cl)c(CN2CCn3cncc3C2)[nH]1
14	92*	S=c1[nH]nc(-c2sc3ccccc3c2Cl)o1
15	-11	O=C(NNC(=O)[C@@H]1CCCC[C@@H]1C(=O)O)Nc1ccccc1
16	-18	O=C(NCC1CCCO1)C1CCCN(c2nc3ccccc3s2)C1 (stereo unspecified)
17	-19	c1ccc(-c2ncn(Cc3ccccn3)c2-c2cccn2-c2ccccn2)cc1
18	0	O=C1c2cccc3cccc(c23)C(=O)N1CCCN1CCOCC1
19	-5	O=C(CCC1CCN(C(=O)C2=CCCC2)CC1)NC1CCN(Cc2ccccc2)C1 (stereo unspecified)
20	-6	CCCCNc1cc(=O)n(-c2ccc(F)cc2)nc1C(=O)OCC
21	4	O=S(=O)(c1ccc2ccccc2c1)N1CCOCC1
22	-8	CCCOC(=O)C(C)N1CCCC1c1ncc(-c2ccccc2F)[nH]1 (stereo unspecified)
23	0	C#CCCNC(=O)NC1CCCN(CCOC)C1 (stereo unspecified)
24	1	O=C1C(=O)N(CN2CCC(C(=O)N3CCCCCC3)CC2)c2ccc(F)cc21
25	-8	CCc1nn2c(ncc3c(=O)n(-c4ccc5c(c4)OCO5)ccc32)c1-c1ccc(OC)cc1
26	-14	CC(C)C[C@@H](N)C(=O)NCc1ccc2nsnc2c1
27	-4	Cc1ccccc1OCC(=O)Nn1cnc2c(cnn2C(C)(C)C)c1=O
28	-4	CCC(C)C(=O)N1CCCC(C(=O)N2CCS(=O)C(C)C2C)C1 (stereo unspecified)
29	1	CCC(=O)Nc1ccc(SCc2cccc(F)c2)nn1
30	-12	CC(=O)Nc1ccc(S(=O)(=O)CCCN2C(=O)CC(C)(C(C)C)C2=O)cc1 (stereo unspecified)
31	-8	Cc1ccc2[nH]nc(C(=O)NCCS(=O)(=O)N(C)C)c2c1
32	-22	COc1ccc(CN(C)C(=O)[C@@H]2C[C@H](N)CN2C)c2ccccc12
33	-8	Cc1nc2sc(C)c(C)n2c(=O)c1NC(=O)c1ccccn1
34	-9	Cc1ccccc1-c1nn(-c2ccccc2)cc1C(=O)N1CCCCC1C(N)=O (stereo unspecified)
35	-9	CCOC(=O)c1ccc(N=c2oc3ccc(OC)cc3cc2C(N)=O)cc1
36	-11	CC(C)c1nn(CC(=O)N(C)c2ccccc2)c(=O)c2c1cnn2-c1ccc(F)cc1
37	3	Cn1cnc(S(=O)(=O)Nc2cc(S(=O)(=O)NC(C)(C)C)c(F)cc2F)c1Cl
38	-12	CN(Cc1ncc[nH]1)C(=O)c1cccc2nccnc12
39	-3	CCOC(=O)c1nn(-c2ccc(C)cc2)c(=O)cc1OCC(=O)Nc1ccc(CC)cc1
40	9	Cn1cc(Cl)c(CN2CCC(n3cc(C4CCCC4)nn3)CC2)n1
41	9	CC(Nc1ccc(Cl)cc1C#N)c1cccc(S(N)(=O)=O)c1 (stereo unspecified)
42	-5	COCCn1c(S(=O)Cc2ccc3c(c2)CCC3)nc(C)c1C (stereo unspecified)
43	-5	CCOC(=O)C1=C(O)/C(=C/c2ccc(C)o2)SC1=NC(=O)c1ccc(C(C)(C)C)cc1
44	-2	Cc1c(C(C)N)cnn1-c1ccc(Cl)cc1 (stereo unspecified)
45	-3	C#CCN1C(=O)CSc2nnc(COc3cccc(OC)c3)n21
46	15	Cn1c(=O)c2c(ncn2CC(=O)NC(=O)NC(C)(C)C)n(C)c1=O
47	-8	O=C(O)CNC(=O)c1cn(-c2ccccc2)nc1-c1cccc(Cl)c1
48	3	Clc1ccc(-c2nc3ccccn3c2NC2CCCCC2)cc1
49	11	Cc1cc(NC(=O)c2sc3nc4c(cc3c2N)N2CCC4CC2)no1
50	1	O=C(Nc1nc(-c2ccccc2)cs1)C(=O)N1CCCC(O)C1 (stereo unspecified)
51	-11	CCc1nnnn1Cc1nccn1CC(F)(F)F
52	-8	CCOc1cc(C(=O)NC2CCCCC2C)ccc1OC (stereo unspecified)
53	-6	CCCc1cc(=O)n(CC(=O)Nc2nc3ccc(C)cc3s2)cn1
54	-3	C=CCN(Cc1ccccc1Cl)C(=O)c1cc(C2CC2)[nH]n1
55	-1	CC1(C(=O)Nc2ccc3c(c2)OCCO3)CCN1C(=O)C/C=C/c1ccccc1 (stereo unspecified)
56	-7	COCCCNC(=O)c1c(-c2ccccc2Cl)noc1C
57	-3	O=C(O)CCN1C(=O)CCC1=O
58	-10	COc1cccc(OC)c1CNC(=O)c1cc(NC(C)=O)ccc1Cl
59	9	Cc1cc(C)c(C(N)=O)c(N2CCC3CCCCC3C2)n1 (stereo unspecified)
60	-4	CCCCC1=NN2C(=N)/C(=C/c3ccc(F)cc3)C(=O)N=C2S1

Random excerpt: four entries already listed.
no.	mcGAS MS inh	molecule
3	-7&-4	Cc1ccccc1N1CCN(C(=O)NCCC(C)C)CC1
49	11	Cc1cc(NC(=O)c2sc3nc4c(cc3c2N)N2CCC4CC2)no1
18	0	O=C1c2cccc3cccc(c23)C(=O)N1CCCN1CCOCC1
36	-11	CC(C)c1nn(CC(=O)N(C)c2ccccc2)c(=O)c2c1cnn2-c1ccc(F)cc1

(listing goes on)
no.	mcGAS MS inh	molecule
61	-25	CCn1c(CC2CCN(S(=O)(=O)c3cccc(C)c3)CC2)nn(C)c1=O
62	-4	O=C(NC1CC(=O)N(CCc2ccccc2)C1)C1CCCC1 (stereo unspecified)
63	-11	CCCn1c(NC(=O)C2CCOCC2)nc2ccccc21
64	-1	CC(c1ccc(-n2cncn2)cc1)N(C)C(C)c1nc2ccccc2c(=O)[nH]1 (stereo unspecified)
65	-5	CCOc1ccc2c(c1)S/C(=C\c1ccc(Cl)cc1)C(=O)N2
66	-2	CC(C)Nc1c(N)c(=O)oc2ccccc12
67	-9	O=C(Cn1ccc(=O)[nH]c1=O)OCc1ccccc1C(F)(F)F
68	-11	Cc1ccc(-n2c(C)cc(C(=O)NC(C)c3ccco3)c2C)cc1 (stereo unspecified)
69	-6	COC(=O)c1cc(CNC(=O)C2CCCCN2C)cc(NC(=O)c2ccccc2Cl)c1 (stereo unspecified)
70	6	COCCNc1nc2cc(-c3ccsc3)sc2c(=O)n1C
71	-5	c1cc2c(cc1-c1nnc(SCC3CCCCO3)o1)OCO2 (stereo unspecified)
72	-3	CCn1nnc2c(=O)n(C(C)C)cnc21
73	-4	CCCC1(C(=O)N2CCN(CCC(=O)NC3CC3)CC2)CCC1
74	19	CSc1nnc(SCc2nc3sc(C(=O)O)c(C)c3c(=O)[nH]2)s1
75	-4	CCOc1ccc2nc(SCC3CC3(Cl)Cl)[nH]c2c1 (stereo unspecified)
76	-8	N#CCCNC(=O)CN(Cc1ccccc1)C1CCCCC1
77	4	CC(NCC(=O)Nc1ccc(C(C)(C)C)cc1)c1ccccc1 (stereo unspecified)
78	-8	CC1(C(=O)NS(=O)(=O)c2ccc3c(c2)CCO3)CCN1C(=O)Cc1ccc(Cl)cc1Cl (stereo unspecified)
79	-3	C=C(C)CNc1cc(OC)c(OC)cc1F
80	-18	Cc1ccc2cc(C3(O)CCN(Cc4ccc(C(N)=O)cc4)CC3)ccc2n1
81	-8	COc1cc(-c2nc(C=Nc3cccc(C)c3)c(O)o2)cc(OC)c1OC
82	3	CC1(C(=O)O)CCCN1C(=O)c1ccc(Cl)cc1Cl (stereo unspecified)
83	1	CC(C)(C)c1noc(C(Cl)(Cl)Cl)n1
84	-7	O=C(C1CCN(S(=O)(=O)N2CCOCC2)CC1)N1CCOCC1
85	-14	CCCCc1nnc(NC(=O)C2Cc3ccccc3S2)s1 (stereo unspecified)
86	-7	COc1ccnc(NNS(=O)(=O)c2cccc(C#N)c2)n1
87	0	CCCCOCCCNC(=O)c1oc2ccc(F)cc2c1C
88	-11	Cc1ccc(C)c(NC(=O)C(C)N2CCCCCCC2)c1 (stereo unspecified)
89	7	O=C(CCl)N1CCSC1c1ccccc1F (stereo unspecified)
90	7	Cn1nccc1C(=O)Nc1cc(Cl)ccc1Cl

An excerpt of these results, bar-delimited.
entry | smiles | mcGAS MS inh
65 | CCOc1ccc2c(c1)S/C(=C\c1ccc(Cl)cc1)C(=O)N2 | -5
66 | CC(C)Nc1c(N)c(=O)oc2ccccc12 | -2
67 | O=C(Cn1ccc(=O)[nH]c1=O)OCc1ccccc1C(F)(F)F | -9
68 | Cc1ccc(-n2c(C)cc(C(=O)NC(C)c3ccco3)c2C)cc1 (stereo unspecified) | -11
69 | COC(=O)c1cc(CNC(=O)C2CCCCN2C)cc(NC(=O)c2ccccc2Cl)c1 (stereo unspecified) | -6
70 | COCCNc1nc2cc(-c3ccsc3)sc2c(=O)n1C | 6
71 | c1cc2c(cc1-c1nnc(SCC3CCCCO3)o1)OCO2 (stereo unspecified) | -5
72 | CCn1nnc2c(=O)n(C(C)C)cnc21 | -3
73 | CCCC1(C(=O)N2CCN(CCC(=O)NC3CC3)CC2)CCC1 | -4
74 | CSc1nnc(SCc2nc3sc(C(=O)O)c(C)c3c(=O)[nH]2)s1 | 19
75 | CCOc1ccc2nc(SCC3CC3(Cl)Cl)[nH]c2c1 (stereo unspecified) | -4
76 | N#CCCNC(=O)CN(Cc1ccccc1)C1CCCCC1 | -8
77 | CC(NCC(=O)Nc1ccc(C(C)(C)C)cc1)c1ccccc1 (stereo unspecified) | 4
78 | CC1(C(=O)NS(=O)(=O)c2ccc3c(c2)CCO3)CCN1C(=O)Cc1ccc(Cl)cc1Cl (stereo unspecified) | -8
79 | C=C(C)CNc1cc(OC)c(OC)cc1F | -3
80 | Cc1ccc2cc(C3(O)CCN(Cc4ccc(C(N)=O)cc4)CC3)ccc2n1 | -18
81 | COc1cc(-c2nc(C=Nc3cccc(C)c3)c(O)o2)cc(OC)c1OC | -8
82 | CC1(C(=O)O)CCCN1C(=O)c1ccc(Cl)cc1Cl (stereo unspecified) | 3
83 | CC(C)(C)c1noc(C(Cl)(Cl)Cl)n1 | 1
84 | O=C(C1CCN(S(=O)(=O)N2CCOCC2)CC1)N1CCOCC1 | -7
85 | CCCCc1nnc(NC(=O)C2Cc3ccccc3S2)s1 (stereo unspecified) | -14
86 | COc1ccnc(NNS(=O)(=O)c2cccc(C#N)c2)n1 | -7
87 | CCCCOCCCNC(=O)c1oc2ccc(F)cc2c1C | 0
88 | Cc1ccc(C)c(NC(=O)C(C)N2CCCCCCC2)c1 (stereo unspecified) | -11
89 | O=C(CCl)N1CCSC1c1ccccc1F (stereo unspecified) | 7
90 | Cn1nccc1C(=O)Nc1cc(Cl)ccc1Cl | 7

New compounds follow.
no.	mcGAS MS inh	molecule
91	-7&-6	CC(C)/C=C/C(=O)N1CCC(CO)(Cc2ccccc2Cl)CC1
92	-6	Oc1ccc2oc3c(c2c1C=NCc1ccncc1)CCCC3
93	3	CN(C)c1ccc(Cl)cc1NC(=O)CCl
94	-32	O=S(=O)(c1cccnc1)N(Cc1ccsc1)c1cccnc1
95	-5	O=[N+]([O-])c1cccnc1Oc1ccc(Cl)cc1Cl
96	-2	Cc1cc2nn(-c3ccc(Cl)cc3)nc2cc1NC(=O)c1cc(-n2cnnc2)ccc1Cl
97	-5	Cc1ccc(-n2ncc3c(=O)n(NC(=O)c4cc5ccccc5oc4=O)cnc32)cc1C
98	-8	Cc1ccc(C(=O)Nc2ccc3c(c2)C(=O)N(C)C3=O)c(C)c1
99	-12	CNS(=O)(=O)c1ccc(CN2CC3(CCNCC3)CC2C(=O)O)cc1 (stereo unspecified)
100	-10	COCc1ncc(CN2CCC(Cc3cccc(C(=O)O)c3)C2)cn1 (stereo unspecified)
101	-5	CC(C(=O)Nc1ncccn1)N1CCN(S(=O)(=O)c2cccnc2)CC1 (stereo unspecified)
102	-6	O=c1ccn(Cc2cccc(Br)c2)c(=O)[nH]1
103	-4	NC(N)=NN=Cc1ccccc1C(F)(F)F
104	-1	O=C(Cn1cncn1)N1CCC2(CCCN(Cc3ccccc3F)C2)C1 (stereo unspecified)
105	-1	O=C(c1cnc2ccccc2n1)N1CCc2ccccc21
106	-19	COc1ccc2c(c1)CCN(C(=O)Nc1n[nH]c(-c3ccccc3F)n1)C2
107	-16	Cc1ccc(NC(=O)C(=O)NCCCN(C)C)c(C)c1
108	17	CC(C(=O)NC1CCCC1)S(=O)(=O)Cc1cccc2ccccc12 (stereo unspecified)

Screens from PubChem BioAssay.
